Keap1-Nrf2 PPI: Keap1-Nrf2 protein-protein interaction inhibitors, primary screen, biochemical, fluorescence polarization, single point; Kelch-like ECH-associated protein 1 (Homo sapiens), Q14145; inhibition, % at 9.4 µM; AID 504523, 2011; Keap1 Kelch-Nrf2 peptide fluorescence polarization, 1536-well; 0.15% of 340,000 active; in the data active means inhibition above about 12%;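 further: human Keap1 Kelch domain with fluorescein labeled Nrf2 9mer peptide probe; 0% = neutral control wells and 100% = peptide positive control; higher means more block of Keap1 binding to Nrf2 peptide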
SR-BI DiI inh: inhibitors of SR-BI mediated HDL lipid uptake, primary screen, ldlA[mSR-BI] cells, fluorescence, single point. 0.96% of 320,000 active. inhibition, % at 12.5 µM. AID 488896, 2010. ldlA[mSR-BI] CHO cells, DiI-HDL uptake fluorescence, 3 h. Scavenger receptor class B member 1 (Mus musculus), Q61009;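 active means mean replicate inhibition of at least 70% and a set share of replicates each scoring 70 or more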;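 further: 0% = median of neutral control wells and 100% = median of positive control wells; values of inactives mirror those of a sister screen read the other way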
Arrestin-AP2 inh: inhibitors of beta-arrestin/AP2 binding, primary screen, biochemical, GPCR trafficking, flow cytometry; FITC-arrestin peptide / GST-AP2 beads; AP2 beta2 appendage carries R879A mutation; inhibition, % at 10 µM; 0.31% of 340,000 active;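 active means inhibition above a set limit, near 3 SD of compounds lacking own fluorescence, cut at about 54% in these data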;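 further: plate controls were DMSO wells for no effect and 5 µM unlabelled arrestin peptide for full effect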
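Measured by: flow cytometry, FL1 (488/535 nm); Material: AP2 appendage R879A on GSH beads; Evaluation: percent response; Timing: pre-incubation 12 min, peptide binding 1 h, room temperature; Also added: 50 nM FITC-arrestin peptide; Medium: PBS with 0.05% Tween 20 and 0.1% BSA.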
NSD2 HMT inh: NSD2 histone methyltransferase inhibitors, primary screen, biochemical, AlphaScreen, single concentration, set 2; AID 743445, 2014; inhibition, % at 12.5 µM; NSD2 peptide methylation, 120 min; Histone-lysine N-methyltransferase NSD2 (Homo sapiens), O96028; 0.54% of 310,000 active; in the data active means inhibition above about 50%
SR-BI DiI-HDL act: activators of SR-BI mediated DiI-HDL uptake, primary screen, ldlA[mSR-BI] CHO cells, DiI fluorescence; activation, % at 12.5 µM; 0.096% of 320,000 active; 3 h; 100 = double the neutral-control signal;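 active means mean replicate activation of at least 60% and every replicate at or above 60%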;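 further: 0% = median plate neutral-control signal and 100% = twice that signal; values of inactives mirror those of a sister screen read the other way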
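Material – SR-BI-overexpressing, LDLR-lacking CHO cells · Medium – BSA-supplemented, HEPES-buffered Ham's F12, pH 7.4 · Doses – single concentration · Times – compound with DiI-HDL co-incubation, 3 h at 37 °C · Measured by – bottom-read fluorescence, 550/595 nm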
DAGLB inhibitor: DAGLB lipase inhibitors, primary screen, biochemical, fluorescence, HTS; Diacylglycerol lipase-beta (Homo sapiens), Q8NCG7; HEK293T DAGLB membrane lysate, EnzChek fluorogenic substrate; inhibition, % at 5.17 µM; 0.059% of 340,000 active; AID 504411, 2011; in the data active means inhibition above about 34%;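 further: 0% = enzyme with vehicle and 100% = wells lacking enzyme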
Target sequence (Q8NCG7 whole entry, looked up): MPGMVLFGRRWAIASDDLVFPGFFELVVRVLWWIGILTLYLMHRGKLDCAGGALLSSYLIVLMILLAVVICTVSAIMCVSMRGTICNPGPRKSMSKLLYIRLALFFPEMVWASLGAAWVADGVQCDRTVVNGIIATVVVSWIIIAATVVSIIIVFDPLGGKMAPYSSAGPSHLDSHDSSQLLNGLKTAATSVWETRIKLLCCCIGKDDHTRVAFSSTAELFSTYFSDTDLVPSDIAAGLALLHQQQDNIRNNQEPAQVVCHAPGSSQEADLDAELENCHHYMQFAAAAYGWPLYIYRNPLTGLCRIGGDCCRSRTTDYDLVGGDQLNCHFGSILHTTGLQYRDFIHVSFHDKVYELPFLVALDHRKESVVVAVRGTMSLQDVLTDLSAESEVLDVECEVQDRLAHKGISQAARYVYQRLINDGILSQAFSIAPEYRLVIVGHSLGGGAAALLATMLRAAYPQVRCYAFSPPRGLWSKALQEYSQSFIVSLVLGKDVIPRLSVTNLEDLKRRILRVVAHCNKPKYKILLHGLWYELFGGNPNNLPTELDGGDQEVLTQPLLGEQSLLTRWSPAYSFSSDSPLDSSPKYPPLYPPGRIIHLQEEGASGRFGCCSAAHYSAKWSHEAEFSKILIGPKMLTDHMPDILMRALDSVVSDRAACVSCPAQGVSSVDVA
PKA-R2B activ: activators of PKA-R2B holoenzyme, primary screen, biochemical, fluorescence polarization, Cy5-IP20, human; cAMP-dependent protein kinase catalytic subunit beta (Homo sapiens) + cAMP-dependent …; PKA-R2B holoenzyme dissociation; R2B truncated from residue 108, S112A mutant; 0% DMSO only, 100% 113 µM cGMP; activation, % at 11.4 µM; 0.079% of 340,000 active; AID 504700, 2011;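 active means activation above a cutoff set at the mean over all compounds plus 3 SD, cut at about 18% in these data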;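 further: higher means more holoenzyme dissociation and a rise in polarization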
RTF Ca sens inh: cardiac RTF calcium sensitivity inhibitors, primary screen, biochemical, IANBD-TnC fluorescence, EC70 calcium | Troponin I, cardiac muscle (Homo sapiens) + Troponin T, cardiac muscle (Homo sapiens) + … | IANBD-labeled cardiac RTF, Ca2+ fluorescence | inhibition, % at 7.15 µM | 0.12% of 340,000 active;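 active means inhibition above the mean inhibition of all tested compounds plus 3 SD, cut at about 17% in these data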;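 further: assay run at fixed EC70 calcium of 1.6 mM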
C-LANA FP: inhibitors of KSHV C-LANA binding to DNA, primary screen, biochemical, fluorescence polarization, FAM-LBS DNA, MBP-C-LANA, single point. inhibition, % at 9 µM. AID 504423, 2011. 0.078% of 340,000 active. Kaposi's sarcoma herpesvirus LANA C-terminal domain (residues 932-1162) DNA binding;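 active means highest replicate inhibition at or above 60% at 9 µM, even if other replicates fall short; inactive means all replicates below 60% inhibition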;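 further: 0% = neutral control wells and 100% = 4 µM acridine orange control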
PvdQ acylase: P. aeruginosa PvdQ acylase inhibitors, primary screen, biochemical, fluorescence, plate reader and imaging, single point | PvdQ acylase [Pseudomonas aeruginosa LESB58] | purified PvdQ acylase | AID 488965, 2010 | inhibition, % at 10 µM | 0.063% of 340,000 active; in the data active means inhibition above about 30%, passing the limit was not always enough;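 further: 0% = vehicle neutral wells and 100% = reference inhibitor wells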
An asterisk follows results filed as active; . = not tested or not shown.

Molecule | Keap1-Nrf2 PPI | SR-BI DiI inh | Arrestin-AP2 inh | NSD2 HMT inh | SR-BI DiI-HDL act | DAGLB inhibitor | PKA-R2B activ | RTF Ca sens inh | C-LANA FP | PvdQ acylase
COc1ccc(NC(=O)N2CCC(c3nc4ccccc4[nH]3)CC2)cc1 | -6 | 11 | -2 | 0 | -11 | -1 | -7 | -17 | 0.6 | -13
CCC(C)(C)NC(=O)CN(Cc1cccs1)C(=O)C(=O)Nc1ccc2c(c1)OCCO2 | -6 | -25 | 7 | 5 | 25 | -5 | -2 | -5 | -0.8 | -16
CCOC(=O)C1CCCN(C(=O)c2cccc(S(=O)(=O)N(C)c3ccc(OC)cc3)c2)C1 (centres undefined) | -1 | -25 | -5 | 0 | 25 | -3 | -1 | -3 | 0.4 | -15
CCN(CC)C(=O)CSc1nc(Cc2ccccc2)nc2ccccc12 | -1 | 19 | 18 | 1 | -19 | -5 | -1 | -15 | -0.8 | -3
CN(C)/C=C/C(=O)c1ccc(-c2ccc(Cl)cc2Cl)o1 | -19 | -15 | 11 | 2 | 15 | 6 | -1 | -7 | -5.3 | -9
CCc1ccc2nc(N(CCCN(C)C)C(=O)c3ccc(S(=O)(=O)N(C)C4CCCCC4)cc3)sc2c1 | 4 | -2 | 19 | -3 | 2 | -2 | -5 | -3 | -0.2 | 3
CC(C)c1nc2ccccc2c2nnc(SCC(=O)NCc3ccco3)n12 | -6 | -4 | -1 | 2 | 4 | 0 | -11 | -6 | 0.9 | -13
Cc1cccc(C)c1NC(=O)Cn1nc(-c2ccccc2)nc1-c1ccccc1 | 0 | -10 | 24 | -1 | 10 | -1 | 3 | 5 | 0.2 | 6
Cc1ccc(S(=O)(=O)N[C@H](C(=O)NCC2CCC(C(=O)O)CC2)C(C)C)cc1 (some centres undefined) | -3 | -6 | 14 | -3 | 6 | 0 | 3 | -6 | -0.7 | -12
CCn1c(C)c(C(C)=O)cc(C#N)c1=O | -1 | -8 | 2 | 0 | 8 | -1 | -6 | -5 | -0.1 | -15
O=C(NCc1nnc2c3ccccc3c(-c3ccccc3)nn12)c1ccccc1Cl | -2 | -3 | 20 | -1 | 3 | -2 | 1 | 4 | 0.0 | -2
Cc1ccc(SCC(=O)OCC(=O)NC(C)c2ccc(Br)cc2)cc1 (centres undefined) | -2 | -7 | 6 | 1 | . | 0 | -2 | -6 | 0.1 | -9
Cc1[nH]c2ccccc2c1Cc1n[nH]c(=S)n1C | 4 | -11 | 0 | 5 | 11 | 0 | -3 | 4 | 0.8 | 2
COc1ccc(C(NC(=O)CN2C(=O)NC3(CCc4ccccc43)C2=O)c2ccccc2)cc1 (centres undefined) | -4 | 13 | -1 | -2 | -13 | 0 | 6 | -2 | 0.1 | -9
Cc1ccc(OCC(=O)N/N=C/c2c[nH]c3ccccc23)c([N+](=O)[O-])c1 | -3 | 1 | -12 | 1 | -1 | 4 | -2 | -16 | 1.5 | -13
O=C(CCN1N=C(c2ccccc2)CCC1=O)NCC1COc2ccccc2O1 (centres undefined) | -3 | 10 | -1 | 0 | -10 | -2 | 7 | -1 | 0.5 | -19
COC(=O)C/C(N)=C(\C#N)C(=O)OC | -2 | -32 | 10 | -3 | 32 | -3 | -3 | -13 | -0.9 | -9
C=CCn1c(NCCOC)nc2c1c(=O)n(C)c(=O)n2C | 0 | 0 | -1 | -3 | 0 | -2 | 10 | -6 | -0.4 | -12
C[C@H](NC(=O)c1nc[nH]c1C(=O)N[C@@H](Cc1ccccc1)C(=O)OC(C)(C)C)C(=O)OC(C)(C)C | -1 | 8 | -6 | . | -8 | -5 | -11 | 9 | -2.3 | -8
CCNC(=O)NC(=O)CSc1ccc(S(=O)(=O)N2CCOCC2)cn1 | -3 | -38 | 0 | 2 | 38 | 0 | 0 | -2 | 0.6 | -6
O=S(=O)(c1ccc(F)cc1)N1CCCC(c2nc(-c3ccc(F)cc3)no2)C1 (centres undefined) | -5 | 11 | -2 | . | -11 | -10 | -9 | 3 | -0.2 | -16
O=C(Nc1ccc2c(c1)OCCO2)C1CCN(c2nnnn2-c2ccccc2)CC1 | -7 | 3 | 1 | 0 | -3 | 0 | 0 | -6 | -1.5 | 10
Cc1ccc(CNC(=O)c2ccc(NC(=O)C3=CSCCO3)cc2)cc1 | -4 | -4 | -10 | -6 | 4 | -1 | -6 | -2 | -3.0 | -4
Cn1c(=O)cc(SCC(=O)NCc2ccco2)c2ccccc21 | -2 | 1 | 31 | 5 | -1 | -2 | -2 | -4 | 0.7 | 9
CC(OC(=O)C1CC1)C(=O)Nc1cc(C(F)(F)F)ccc1Cl (centres undefined) | -7 | 2 | -1 | -2 | -2 | -3 | -1 | 1 | 0.2 | -14
CC(C)(C)c1ccc(OCC(=O)NCc2ccco2)cc1 | 7 | -53 | -10 | 1 | 53 | -9 | -10 | -2 | 0.6 | -9
COC(=O)CCCn1nc(NC(=O)COc2ccc(F)cc2)cc1C | 1 | 1 | 12 | 18 | -1 | -5 | -7 | 0 | 0.7 | 5
Cc1cccc(S(=O)(=O)N(CC(=O)Nc2ccccc2C)Cc2ccco2)c1 | -4 | -7 | 0 | 0 | 7 | 2 | -5 | -6 | -1.0 | -31
CCC1(c2ccccc2)NC(=O)N(CC(=O)N(C)Cc2ccccc2)C1=O (centres undefined) | -1 | -14 | 14 | 15 | 14 | -3 | -5 | -2 | -1.5 | 10
CC(=O)Nc1ccc(Nc2cc(N3CCOCC3)c3nonc3c2[N+](=O)[O-])cc1 | -5 | -17 | 17 | 3 | 17 | 0 | -9 | 5 | -1.5 | 10
Cc1ccc(NCc2nnc(SCCN3CCCCC3)n2CC2CCCO2)c(C)c1 (centres undefined) | 1 | 11 | 1 | 6 | -11 | -4 | -4 | 0 | -0.1 | 4
COc1cccc(N2C(=NC(=O)CCC3CCCC3)SC3CS(=O)(=O)CC32)c1 (centres undefined) | -2 | -5 | 1 | -4 | 5 | -1 | -3 | 11 | 1.3 | -4
CC(CN1CCOCC1)C(=O)O (centres undefined) | -3 | -32 | -3 | 0 | 32 | 0 | -7 | -5 | 3.9 | -19
O=C1CC(c2ccccc2)CN1C(=O)c1cccnc1 (centres undefined) | -1 | -16 | -3 | . | 16 | 2 | -14 | -6 | -3.9 | -3
CC(C)C(=O)NC(c1cccc([N+](=O)[O-])c1)c1c(O)ccc2ccccc12 (centres undefined) | 1 | 25 | -11 | . | -25 | -1 | 6 | -8 | 0.4 | 5
CCc1nnc(NC(=O)C(C)C)s1 | -3 | -13 | -8 | -1 | 13 | -2 | -14 | 1 | 2.0 | -12
O=C(NCCS(=O)(=O)N1CCN(c2cccc(Cl)c2)CC1)c1cc(=O)c2ccccc2o1 | -3 | 20 | -6 | 0 | -20 | 1 | -4 | 2 | 0.4 | -9
CCC(=O)N1CCN(c2nnc(-c3ccccc3)c3ccccc23)CC1 | -4 | 59 | 2 | -1 | -59 | -2 | 3 | 0 | -0.5 | -13
Cc1cccc(NC(=S)Nc2ccc(Br)cc2)c1 | -3 | 1 | 31 | 1 | -1 | -3 | -18 | -5 | -0.3 | 11
Cc1cc(C)cc(C(=O)NCCN2CCOCC2)c1 | 3 | 4 | -17 | 5 | -4 | 0 | -1 | -7 | 1.9 | -16
COc1ccccc1C(CC(=O)Nc1ccc(Cl)cc1)c1ccc(OC(C)C)cc1 (centres undefined) | -2 | 43 | 0 | -4 | -43 | -21 | -8 | -4 | 0.6 | 5
Cc1cc(C)c(S(=O)(=O)N2CCCCC2)c(C)c1N(C)S(=O)(=O)c1ccccc1 | 0 | 2 | 3 | 11 | -2 | -12 | -4 | -3 | -0.5 | -17
CCn1c(SCC(=O)OC)nnc1-c1ccncc1 | -4 | -25 | -7 | -5 | 25 | 0 | 5 | -13 | -0.5 | -12
CCNC(=S)N1CCN(Cc2ccccc2)CC1 | 4 | -14 | -2 | 0 | 14 | 0 | -3 | 3 | -0.6 | -10
COC(=O)c1cccc(NC(=O)c2ccc3c(c2)C(=O)N(Cc2cccnc2)C3=O)c1C | -5 | -14 | 6 | -1 | 14 | 2 | 0 | -7 | 1.5 | -6
Cn1c(C(=O)c2ccccc2)nc2ccccc21 | 5 | 28 | -14 | 39 | -28 | -3 | -2 | -5 | 0.4 | -9
COc1ccc(CN2C(=NC(=O)CCC3CCCC3)SC3CS(=O)(=O)CC32)cc1 (centres undefined) | -1 | -15 | 27 | -3 | 15 | -2 | -8 | 4 | 0.4 | 6
CC(C)Cc1ccc(C(C)C(=O)Nc2ccc(O)cc2)cc1 (centres undefined) | -4 | 12 | 5 | 0 | 1 | 2 | 1 | 5 | 0.5 | -10
O=C(Nc1ccc2c(c1)OCO2)c1cccc2c1C(=O)N(C1CCCCC1)C2 | 2 | 68 | 0 | -2 | -68 | . | . | . | 0.2 | 1
Cc1ccsc1C(=O)OCC(=O)NC1CCCC1 | -2 | 4 | -14 | 0 | -4 | -1 | -6 | -7 | 1.2 | -6
Cc1oc(-c2ccccc2F)nc1CN1CCC(C(=O)NCCC2=CCCCC2)CC1 | 0 | 55 | 16 | 1 | -55 | 1 | 1 | 1 | -2.2 | 1

Assay outcomes deposited in PubChem BioAssay by several laboratories.
